High-throughput results as filed in PubChem.
TIM10 inh – growth inhibitors of isogenic TIM10 control yeast, primary screen, counter-screen for tim10-1 yeast inhibitor project, luminescence, uHTS; 330,000 tested, 1.4% active; S. cerevisiae TIM10 strain growth, BacTiter-Glo luminescence, 24 h; inhibition, % at 10 µM; AID 463195, 2010;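 active = inhibition of 40% or more at the single tested concentration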;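 also: wild-type TIM10 isogenic control strain grown at permissive 25 °C; 0% = DMSO yeast wells and 100% = minimal medium wells without yeast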
APJ agonist – agonists of human apelin receptor APJ, primary screen, CHO-K1 cells, PathHunter beta-arrestin, luminescence; 330,000 tested, 0.11% active; AID 2520, 2010; P35414; 0% DMSO wells, 100% apelin; activation, % at 20 µM;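 active = activation more than six SD over the plate average, tested at 20 µM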;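 also: 0% = DMSO alone and 100% = apelin-13 at 10 nM; some results filed as inactive read as strong as hits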
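Test system: CHO-K1 APJ beta-arrestin complementation cell line. Amount: cell density 1000 per well. Controls: DMSO negative, 10 nM Apelin-13 positive. Signal: luminescent beta-gal fragment complementation, chemiluminescent substrate. Read-out basis: agonist-driven arrestin binding to APJ. Timing: compound stimulation 90 min at 25 °C, detection 60 min.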
tim23-1 inh – growth inhibitors of tim23-1 mutant yeast, primary screen, luminescence, uHTS. S. cerevisiae tim23-1 growth, BacTiter-Glo luminescence, 24 h. inhibition, % at 20 µM. 330,000 tested, 1.3% active;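 active = growth inhibition of the mutant yeast at or above 50%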;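 also: temperature-sensitive mutant grown at 25 °C; plate controls were DMSO-treated mutant yeast for no effect and medium wells lacking yeast for full effect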
GRIN3A LBD mod – binders of NR3A ligand-binding domain, primary screen, biophysical, differential scanning fluorimetry, uHTS; Glutamate receptor ionotropic, NMDA 3A (GRIN3A) ligand-binding domain; NR3A LBD differential scanning fluorimetry, Tm shift; 0% = protein alone, 100% = glycine-bound protein; Tm shift relative to glycine control, % at 25 µM; 340,000 tested, 2.5% active; AID 1259313, 2017;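 active = melting temperature shift of at least 10% of the positive control shift, at one fixed dose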
UPR CHOP act – activators of apoptotic CHOP UPR arm, primary screen, cell-based, CHO-CHOP luciferase reporter, luminescence, uHTS. UPR activation; percent of tunicamycin response over DMSO baseline. 330,000 tested, 0.34% active. activation, % at 10 µM;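 active = at 10 µM dose, activation of 40% or more, normalized to positive control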;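 also: 100% = tunicamycin at 10 µg/mL and 0% = DMSO alone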
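assay system = CHO CHOP reporter cells | amount = 500 CHO-CHOP cells per well | buffer or medium = F12 with 10% FBS | incubation = 16-18 h cell attachment, then 6 h compound exposure, 37 °C | detection = luminescence read with Steady-Glo | read-out = percent activation relative to tunicamycin control | controls = tunicamycin high control, DMSO low control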
tim10-1 inh – growth inhibitors of tim10-1 mutant yeast, primary screen, luminescence, uHTS. S. cerevisiae tim10-1 ts strain growth, BacTiter-Glo, 24 h. inhibition, % at 20 µM. 330,000 tested, 2.2% active. AID 463190, 2010;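 active = inhibition of at least 40%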;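 also: mutant grown at 25 °C; 0% = DMSO wells with yeast and 100% = wells holding no yeast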
NLRP3 yeast inh – NALP3 inflammasome inhibitors in reconstituted yeast, primary screen, luminescence, uHTS | 330,000 tested, 0.39% active | Yeast reconstituted NLRP3/ASC/caspase-1, beta-gal luminescence, 24 h | inhibition, % at 10 µM;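 active = inhibition of 50% or more; inactive = inhibition below 50%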;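 also: plate controls were induced DMSO wells for no effect and uninduced yeast grown without galactose for full effect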
UPR XBP1 act – activators of adaptive XBP1 UPR arm, primary screen, cell-based, CHO-XBP1 luciferase reporter, luminescence, uHTS; IRE1-XBP1 UPR activation; percent of tunicamycin response, DMSO as zero; activation, % at 20 µM; 330,000 tested, 0.33% active;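 active = versus positive control, 20 µM dose yields 30% or more activation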;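 also: 100% = tunicamycin at 10 µg/mL and 0% = DMSO only wells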
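Material: CHO-XBP1 cells stably carrying IRE1-XBP1-driven luciferase reporter | Medium: F12 with 10% serum | Compound dosing: 20 µM single concentration, DMSO 1% | Incubation: Overnight seeding at 37 °C, 6 h compound treatment at 37 °C | Detection: Steady-Glo luminescence read | Read-out basis: % activation of reporter signal versus tunicamycin and DMSO controls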
Mdm2 MdmX PPI – inhibitors of human Mdm2-MdmX association, primary screen, cell-based, luminescence, split luciferase, SaOS-2, uHTS; 330,000 tested, 3% active; inhibition, % at 8 µM; SaOS-2 split-luciferase Mdm2/MdmX complementation; Protein Mdm4 (Homo sapiens) + E3 ubiquitin-protein ligase Mdm2 (Homo sapiens), …;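 active = inhibition of at least 50% at 8 µM in the primary screen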
Target sequence (O15151 whole entry, looked up): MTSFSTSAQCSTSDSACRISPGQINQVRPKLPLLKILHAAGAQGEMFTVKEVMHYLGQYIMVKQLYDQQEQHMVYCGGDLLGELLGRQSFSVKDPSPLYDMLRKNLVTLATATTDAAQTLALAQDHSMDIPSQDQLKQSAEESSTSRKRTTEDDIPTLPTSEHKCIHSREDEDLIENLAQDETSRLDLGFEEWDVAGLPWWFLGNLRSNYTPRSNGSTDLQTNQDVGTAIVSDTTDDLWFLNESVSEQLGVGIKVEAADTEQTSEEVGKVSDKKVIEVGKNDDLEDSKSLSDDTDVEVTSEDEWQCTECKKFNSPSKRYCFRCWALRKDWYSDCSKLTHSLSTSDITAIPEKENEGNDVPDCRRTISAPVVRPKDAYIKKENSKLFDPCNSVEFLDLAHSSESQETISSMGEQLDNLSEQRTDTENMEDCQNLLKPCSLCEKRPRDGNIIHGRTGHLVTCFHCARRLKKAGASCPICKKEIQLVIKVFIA
Target sequence (Q00987 whole entry, looked up): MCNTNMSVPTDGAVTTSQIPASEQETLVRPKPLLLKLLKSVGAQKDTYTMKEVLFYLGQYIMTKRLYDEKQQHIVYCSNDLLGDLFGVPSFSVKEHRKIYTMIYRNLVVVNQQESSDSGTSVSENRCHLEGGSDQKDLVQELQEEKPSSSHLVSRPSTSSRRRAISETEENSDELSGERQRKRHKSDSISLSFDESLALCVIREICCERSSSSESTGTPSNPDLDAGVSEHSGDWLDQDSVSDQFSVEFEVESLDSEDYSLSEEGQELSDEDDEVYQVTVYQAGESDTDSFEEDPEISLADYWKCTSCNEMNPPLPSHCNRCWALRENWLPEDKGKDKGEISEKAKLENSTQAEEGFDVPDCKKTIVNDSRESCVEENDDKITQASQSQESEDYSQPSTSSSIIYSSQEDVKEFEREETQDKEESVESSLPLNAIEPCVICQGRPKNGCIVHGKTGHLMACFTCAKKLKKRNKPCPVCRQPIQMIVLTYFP
* hit, by the source's call.

A first look, two compounds:
SMILES	TIM10 inh	APJ agonist	tim23-1 inh	GRIN3A LBD mod	UPR CHOP act	tim10-1 inh	NLRP3 yeast inh	UPR XBP1 act	Mdm2 MdmX PPI
CN(CC(=O)Nc1ccc(N2CCOCC2)cc1)C(=O)CCCOc1ccc(Cl)cc1Cl	12	-6	32	-3	0.1	25	11	-3	8
Cc1ccc(CN(Cc2ccccn2)C(=O)Nc2ccc(C)c(C)c2)cc1	25	-3	30	1	2.4	23	26	1	14

Main list, repeating the preview:
SMILES	TIM10 inh	APJ agonist	tim23-1 inh	GRIN3A LBD mod	UPR CHOP act	tim10-1 inh	NLRP3 yeast inh	UPR XBP1 act	Mdm2 MdmX PPI
CN(CC(=O)Nc1ccc(N2CCOCC2)cc1)C(=O)CCCOc1ccc(Cl)cc1Cl	12	-6	32	-3	0.1	25	11	-3	8
Cc1ccc(CN(Cc2ccccn2)C(=O)Nc2ccc(C)c(C)c2)cc1	25	-3	30	1	2.4	23	26	1	14
Cc1nnsc1SCCNC(=O)c1ccc(F)cc1	8	-1	4	2	5.9	21	11	-1	-14
CC(=O)c1ccccc1N(C(=O)c1ccco1)C(C(=O)NC1CCCC1)c1ccc(N2CCOCC2)cc1 (stereo unspecified)	16	3	9	-1	2.4	10	-1	0	-12
CCOC(=O)Cn1nnnc1CN(Cc1ccc(OC)cc1)Cc1cc2cc(C)ccc2[nH]c1=O	7	1	6	0	-0.7	13	16	-4	31
CCn1cc(C(=O)NCc2ccccc2OC)c(=O)c2ccc(C)nc21	-16	-4	-15	3	-1.9	2	12	4	17
Cc1cccc(C2=N/C(=C\c3cccnc3)C(=O)O2)c1	23	-2	-1	1	-1.0	23	7	-2	25
Cc1ccc(C(=O)COC(=O)CCN2C(=O)C3C4C=CC(C5CC45)C3C2=O)cc1 (stereo unspecified)	9	-4	27	1	-0.5	32	8	-1	11
Cc1ccc(S(=O)(=O)C(C)C(=O)c2ccc3c(c2)OCCO3)cc1 (stereo unspecified)	15	-5	27	-1	-0.5	27	11	-4	-16
COC(=O)c1cc(COC(=O)COc2ccc(C)c(C)c2)oc1C	-18	-2	6	2	0.5	6	4	-4	-16
COc1ccccc1/C=C/C(=O)NC(=S)N1CCOCC1	0	5	-6	0	4.9	8	16	-2	17
O=c1[nH]c(NC2CCCCC2)c([N+](=O)[O-])c(=O)[nH]1	4	2	-10	-4	-0.2	-7	-5	-1	-5
COc1ccc(S(=O)(=O)Nc2ccccc2C(=O)NCc2ccco2)cc1Br	23	-2	35	-8	2.9	26	9	0	22
CC(C)[C@H](NC(=O)N1CC(=O)Nc2ccccc21)C(=O)N[C@@H](C(=O)O)c1ccccc1	-6	-3	9	-2	-1.4	15	3	-4	11
Cc1cccc(C(=O)NC(=O)Nc2c(C)cc(C)nc2C)c1	-5	-3	-16	0	2.5	15	4	0	-10
Cc1ccnc(NC(=O)CNC(=O)c2ccccc2)c1	-8	-4	-4	-1	0.8	-18	9	2	-14
CC1CCN(C(=O)c2ccc(CNS(=O)(=O)c3ccc(C(C)(C)C)cc3)cc2)CC1	0	-1	21	-1	-0.4	-2	9	-4	10
CCOc1ccc(-c2nc(C#N)c(NCc3ccco3)o2)cc1	28	-1	13	-1	3.1	15	23	4	9
CCOC(=O)c1ccc(NC(=O)CC2C(=O)OCCN2CC)cc1 (stereo unspecified)	44*	0	37	-5	1.8	68*	13	1	6
Cc1cccc(C)c1NC(=S)N1CCC(c2ccccc2)C1 (stereo unspecified)	25	-7	26	-1	0.2	17	5	-1	5

The final two records of the part before lead into the next:
SMILES	TIM10 inh	APJ agonist	tim23-1 inh	GRIN3A LBD mod	UPR CHOP act	tim10-1 inh	NLRP3 yeast inh	UPR XBP1 act	Mdm2 MdmX PPI
CCOC(=O)c1ccc(NC(=O)CC2C(=O)OCCN2CC)cc1 (stereo unspecified)	44*	0	37	-5	1.8	68*	13	1	6
Cc1cccc(C)c1NC(=S)N1CCC(c2ccccc2)C1 (stereo unspecified)	25	-7	26	-1	0.2	17	5	-1	5
COc1cc(NC(=O)c2cc(-c3ccccc3)on2)cc(OC)c1OC	20	-2	32	2	-0.5	3	22	-5	-4
CSc1nc2ccccc2c(=O)n1Cc1ccc(F)cc1	-44	-1	-3	1	1.3	10	-8	-1	17
Cc1noc(C)c1C(=O)NNc1cc(Cl)ccc1Cl	-4	-3	11	1	0.5	19	-3	2	25
COc1cccc(C(=O)NCCS(=O)(=O)NCCc2ccc(OC)c(OC)c2)c1	-11	-1	3	1	-0.3	-15	9	-1	16
O=C(Nc1nc(-c2cccs2)cs1)c1cccc(S(=O)(=O)N2CCCCC2)c1	42*	5	31	10*	4.4	28	12	3	36
CNC(=O)CC1C(=O)N(C)C(=S)N1NC(=O)c1ccccc1 (stereo unspecified)	5	3	-13	1	-0.1	-6	4	4	6
Cc1ccc(S(=O)(=O)NCC(=O)N(CC(=O)NCC2CCCO2)c2cccc(F)c2)cc1 (stereo unspecified)	1	0	18	-2	0.4	10	16	1	12
C#CCOCCOCCOCCNc1nc(N2CCN(C(=O)[C@H]([C@@H](C)CC)n3cc(CCCCN)nn3)CC2)nc(N2CCN(C(=O)[C@H](C)n3cc(CCC(=O)O)nn3)CC2)n1	13	0	9	-1	0.7	7	5	-1	-2
Cc1ccc(N2C(=O)NC(NC(=O)C(C)(C)C)(C(F)(F)F)C2=O)cc1 (stereo unspecified)	-1	1	9	2	2.1	-2	3	1	20
CCOC(=O)N1CCN(C(=O)c2cc3c(s2)-c2ccccc2OC3)CC1	10	1	28	-2	-0.2	16	11	0	-8
O=S1(=O)CC(O)C(N=Nc2c(O)n(Cc3ccccc3)c3ccccc23)C1 (stereo unspecified)	2	-3	12	-1	-0.5	13	-3	-2	13
Cc1cc2cc(CNC(=S)Nc3ccc(OC(F)(F)F)cc3)ccc2[nH]1	-10	-4	13	12*	-0.1	17	9	-1	1
COc1ccc(OC)c(S(=O)(=O)N2CCCC2C(=O)NC(C)c2ccccc2)c1 (stereo unspecified)	-4	-4	15	1	-1.4	17	10	-2	3
CCCCC1NC(C(=O)O)CS1 (stereo unspecified)	-3	-1	-2	-7	-0.2	7	9	0	6
COc1ccc(CC(=O)Nc2ccc(S(=O)(=O)Nc3ncccn3)cc2)cc1	-10	3	9	-3	0.7	-7	10	-4	18
O=C(NC1CC2CCC1C2)c1ccc(CN2CCOCC2)cc1 (stereo unspecified)	3	0	10	-1	3.9	9	19	2	-30
CN1CCN(C(=O)c2cc(COc3c(F)cccc3F)on2)CC1c1ccccc1 (stereo unspecified)	52*	1	63*	-1	0.6	42*	84*	1	-25
CCN(c1ccccc1)S(=O)(=O)c1cc(C(=O)OC2CCOC2=O)ccc1C (stereo unspecified)	-22	1	5	-3	-1.4	-15	12	-3	2
CN(NS(=O)(=O)c1ccc(Cl)cc1)c1ncc(C(F)(F)F)cc1Cl	14	-2	27	0	-0.9	42*	23	4	-11
O=C1CC(=O)N(c2cccc(F)c2)N1	-36	-3	-4	-7	2.4	-56	15	-5	13
Cc1ccc(S(=O)(=O)NC(CC(=O)O)c2ccco2)cc1 (stereo unspecified)	3	-4	13	1	-0.9	5	-7	-1	6
Cc1ccc(CN(C)C(=O)c2cc(Br)c(Br)s2)o1	18	-1	11	-2	2.0	15	8	2	-2
Cc1cc(C)n(-c2ccc(NC(=O)C3CCN(Cc4ccc(C)o4)CC3)cc2)n1	-4	4	2	0	-2.0	-1	16	-4	8
COC(=O)C1=C(C(=O)c2ccccc2)C(c2ccc(O)c(OC)c2)n2nnnc2N1 (stereo unspecified)	-4	-3	14	0	4.2	15	-9	-3	21
C=CCNC(=S)NNC(=O)c1ccc(=O)n(Cc2ccc(Cl)cc2Cl)c1	9	-6	-1	4	-0.7	23	30	-3	13
COc1ccc(C(C(=O)NC(C)(C)C)N(Cc2ccc(F)cc2)C(=O)CCC(=O)Nc2cc(C)on2)cc1 (stereo unspecified)	9	0	7	-4	0.2	-2	-6	-6	-3
N=c1n(CC(=O)c2ccc(Br)s2)c2ccccc2n1Cc1ccccc1	-16	12	-54	-5	-1.3	8	11	22	97*
O=C(O)Cc1csc2ccccc12	-2	0	10	2	-1.1	20	-2	-3	-1
CC(NCC(O)COCc1ccc(Cl)cc1)c1ccccc1 (stereo unspecified)	17	-1	2	-3	0.2	12	12	2	10
Cc1ccccc1C(=O)NC(CC(C)C)C(=O)N1CCN(c2ccccc2)CC1 (stereo unspecified)	17	-2	22	-3	0.8	20	13	-4	15
C/C(=N\NC(=O)c1ccc(N2CCCC2=O)cc1)c1ccc(O)cc1O	2	0	-1	-6	0.3	-3	18	-4	49
Cc1ccccc1OC(C)c1nc(-c2ccccc2)no1 (stereo unspecified)	7	-5	-2	1	4.8	-8	22	9	-5

Some of the entries above in another layout.
SMILES,TIM10 inh,APJ agonist,tim23-1 inh,GRIN3A LBD mod,UPR CHOP act,tim10-1 inh,NLRP3 yeast inh,UPR XBP1 act,Mdm2 MdmX PPI
CC(NCC(O)COCc1ccc(Cl)cc1)c1ccccc1 (stereo unspecified),17,-1,2,-3,0.2,12,12,2,10
O=C(O)Cc1csc2ccccc12,-2,0,10,2,-1.1,20,-2,-3,-1
